KCNH2 3.1 block: inhibitors of human KCNH2 3.1 potassium channel isoform | actives 0.95% (n = 340,000) | activity change, % (tested at about 1.8 µM) | U2OS KCNH2 3.1, thallium flux FluxOr; active compounds read low | AID 720553;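 active = maximum activity change below -70%; inconclusive = maximum activity change from -70% to -50%; inactive = maximum activity change above -50%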;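 also: thallium influx rate constant from kinetic fluorescence after stimulation buffer; % is scaled to controls: 0 for no effect and ±100 for the full control effect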
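FluxOr-based Tl+ influx in U2OS cells transduced with KCNH2 3.1 virus; rate constants normalized to DMSO controls.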
Rab9 prom act: activates the Rab9 promoter; Potency, µM (titrated, usually from 9.22 µM), for the others: at the highest dose activation, negative = inhibition, usual class: activators; Huh7 Rab9 promoter-luciferase reporter, luminescence, 24 h; actives 2.8% (n = 320,000); also: potency is read from the fitted curve at half-maximal effect; % of control where 0% means no effect; nearly all actives have a fitted effect of over 60% in size
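Huh7 cells stably carrying a Rab9 promoter-luciferase reporter, 1500 cells per well in OP-MEM I with 10% FBS, treated with compound 24 hours at 37C. Luciferase activity read by luminescence after 10 minutes with Amplite reagent.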
NPC1 promoter act: NPC1 promoter activation; actives 2.4% (n = 320,000); Potency, µM (top dose mostly 9.22 µM), inactives show at the top dose activation, most hits filed as activators; Huh7 NPC1 promoter luciferase reporter, 24 h; AID 485313;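 also: potency is read from the fitted curve at half-maximal effect; % of control where 0% means no effect; nearly all actives have a fitted effect of over 60% in size; reporter is driven by a mutant NPC1 promoter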
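Huh7 reporter cells (NPC1 promoter driving luciferase) are dosed with compound for 24 h at 37 °C, 5% CO2; luciferase detection reagent is then added and luminescence measured after 10 min at ambient temperature.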
PKM2 activator: PKM2 (human) enzyme activation; purified PKM2, Kinase-Glo ATP luminescence, activation; response scale: 0% is enzyme alone, no compound; Potency, µM (titrated, usually from 57.5 µM), inactives show at the top dose activation, most hits filed as activators; actives 0.34% (n = 260,000); AID 1631; also: potency is read from the fitted curve at half-maximal effect; % is scaled to controls: 0 for no effect and ±100 for the full control effect; nearly all actives have a fitted effect of over 55% in size
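Purified hPK-M2 (>95%) run at intermediate activity with 0.1 mM ADP and 0.5 mM PEP in 50 mM imidazole pH 7.2, KCl, MgCl2; 1 h room temperature. ATP formed read by Kinase-Glo luminescence; normalized to uninhibited and no-enzyme controls.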
VP16 counter: Gal4-VP16 reporter inhibition counter-screen; Potency, µM (doses to about 53.6 µM), inactives show at the highest dose activity, negative = inhibition, hits mostly inhibitors; Drosophila S2 Gal4-VP16 UAS-luciferase, luminescence, 20 h; actives 3.5% (n = 310,000); AID 2546;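 also: Gal4-VP16 expression switched on by copper sulfate through the metallothionein promoter; potency is read from the fitted curve at half-maximal effect; % is scaled to controls: 0 for no effect and ±100 for the full control effect; nearly all actives have a fitted effect of over 50% in size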
Menin MLL FP TR: inhibitors of human menin-MLL interaction, mutant MLL peptide; O00255; Menin + Texas Red MLL mutant peptide, fluorescence polarization; Potency, µM (doses to about 61.6 µM), for the others: at the top dose FP activity change, negative = inhibition, actives largely listed as inhibitors; actives 0.23% (n = 270,000); AID 1768; active = well fitted inhibition curve with a large enough effect in the polarisation, with a control signal flat, not every such curve was filed as active; inconclusive = small, poorly fitted or top-dose-only effect, or effect the other way, or a change in a side signal; inactive = no such curve, though single readings can be large or run the other way; the % refers to the polarisation; also: potency is read from the fitted curve at half-maximal effect; % of control where 0% means no effect; many of its hits are not listed in these tables
Target sequence (O00255 whole entry, looked up): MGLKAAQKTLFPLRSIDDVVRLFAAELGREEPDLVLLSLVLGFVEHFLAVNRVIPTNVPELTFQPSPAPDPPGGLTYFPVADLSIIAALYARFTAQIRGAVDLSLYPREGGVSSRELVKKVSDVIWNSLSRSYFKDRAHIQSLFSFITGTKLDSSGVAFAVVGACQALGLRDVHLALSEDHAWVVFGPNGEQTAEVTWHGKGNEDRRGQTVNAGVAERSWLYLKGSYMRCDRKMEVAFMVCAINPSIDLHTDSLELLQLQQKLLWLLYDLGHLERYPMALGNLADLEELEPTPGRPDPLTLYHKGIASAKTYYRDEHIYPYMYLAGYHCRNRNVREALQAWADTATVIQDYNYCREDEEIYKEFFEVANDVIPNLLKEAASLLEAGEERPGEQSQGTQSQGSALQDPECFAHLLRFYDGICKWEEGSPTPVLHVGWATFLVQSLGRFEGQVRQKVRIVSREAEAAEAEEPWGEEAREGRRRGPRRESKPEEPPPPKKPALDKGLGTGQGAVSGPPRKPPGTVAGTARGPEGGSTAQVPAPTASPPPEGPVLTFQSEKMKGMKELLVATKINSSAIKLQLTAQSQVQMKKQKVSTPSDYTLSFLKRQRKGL
Mito fusion act: mitochondrial division inhibition or fusion activation; actives 0.23% (n = 320,000); S. cerevisiae fusion-defective mutant growth rescue, CellTiterGlo 48 h; Potency, µM (titrated, usually from 46.1 µM), inactives show at the highest dose growth rescue (activation), usual class: activators; AID 485298;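 also: potency is read from the fitted curve at half-maximal effect; % of control where 0% means no effect; nearly all actives have a fitted effect of over 45% in size; temperature-sensitive fusion mutants such as fzo1-1 at 37 °C on non-fermentable ethanol glycerol medium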
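Temperature-sensitive fusion-defective S. cerevisiae (e.g. fzo1-1, mgm1-5) were grown with compound in YPEG medium (3% ethanol, 3% glycerol) for 48 hours at 37C. Growth rescue was measured as viability by CellTiterGlo luminescence after 10 minutes at ambient.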
ELG1 DNA repair: blocks ELG1-dependent DNA repair in HEK293T cells; HEK293T ELG1-luciferase reporter, luminescence, 16 h; DNA damage induced by 5-fluorouridine; Potency, µM (top dose mostly 46.1 µM), for inactives: at the top dose activity change, negative = inhibition, usual class: inhibitors; actives 2.3% (n = 330,000); AID 504467; also: potency is read from the fitted curve at half-maximal effect; % is scaled to controls: 0 for no effect and ±100 for the full control effect; nearly all actives have a fitted effect of over 55% in size
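Overnight (16 hr) co-exposure of 2,000 cells/well to 5-fluorouridine and compound at 37 °C preceded detection. Luciferase was quantified via ONE-Glo luminescence; loss of signal denotes inhibition.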
FLuc modulator: firefly luciferase modulation, counter-screen for miR-21 project; Potency, µM (series often up to 57.5 µM), for the others: at the highest dose activity change, negative = inhibition, actives largely listed as inhibitors; AID 588342; purified FLuc, Km substrates, luminescence inhibition; actives 6.9% (n = 360,000);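 also: potency is read from the fitted curve at half-maximal effect; plate controls were vehicle for no effect and reference inhibitor for full effect; nearly all actives have a fitted effect of over 55% in size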
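Purified P. pyralis luciferase (10nM final) with 10uM D-luciferin and 10uM ATP (Km levels) in 50mM Tris acetate pH 7.5, 10mM Mg acetate, 0.01% Tween-20, 0.05% BSA; qHTS 6-point titration, ~60 µM downward; luminescence read.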
MBNL1-CUG inh: MBNL1-poly(CUG) RNA binding inhibition; Q9NR56; TR-FRET MBNL1-His/biotin-(CUG)12 binding, 665/545 ratio; Potency, µM (highest dose often 57.5 µM), without a hit: top-dose activity change, negative = inhibition, most hits filed as inhibitors; actives 0.036% (n = 280,000); AID 2675; active = well fitted inhibition curve with a large enough effect in the signal ratio, with a control signal flat, not every such curve was filed as active; inconclusive = small, poorly fitted or top-dose-only effect, or effect the other way, or a change in a side signal; inactive = no such curve, though single readings can be large or run the other way; the % refers to the signal ratio; also: potency is read from the fitted curve at half-maximal effect; % is scaled to controls: 0 for no effect and ±100 for the full control effect
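His-tagged MBNL1 binding to biotinylated (CUG)12 RNA was measured by TR-FRET using terbium anti-His antibody (0.055 ng/ul final) and streptavidin-XL665 (5 nM final). Compounds were titrated 92 nM to 58 uM; 60 min at room temperature.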
RORgamma inh: ROR gamma (mouse) transcription inhibition; Potency, µM (top dose mostly 53.6 µM), for inactives: top-dose activity change, negative = inhibition, actives largely listed as inhibitors; Drosophila S2 Gal4-RORgamma UAS-luciferase reporter, 20 h; AID 2551; P51450; actives 5.4% (n = 310,000); also: potency is read from the fitted curve at half-maximal effect; % is scaled to controls: 0 for no effect and ±100 for the full control effect; nearly all actives have a fitted effect of over 60% in size
Target sequence (P51450 whole entry, looked up, the tested form may be a part): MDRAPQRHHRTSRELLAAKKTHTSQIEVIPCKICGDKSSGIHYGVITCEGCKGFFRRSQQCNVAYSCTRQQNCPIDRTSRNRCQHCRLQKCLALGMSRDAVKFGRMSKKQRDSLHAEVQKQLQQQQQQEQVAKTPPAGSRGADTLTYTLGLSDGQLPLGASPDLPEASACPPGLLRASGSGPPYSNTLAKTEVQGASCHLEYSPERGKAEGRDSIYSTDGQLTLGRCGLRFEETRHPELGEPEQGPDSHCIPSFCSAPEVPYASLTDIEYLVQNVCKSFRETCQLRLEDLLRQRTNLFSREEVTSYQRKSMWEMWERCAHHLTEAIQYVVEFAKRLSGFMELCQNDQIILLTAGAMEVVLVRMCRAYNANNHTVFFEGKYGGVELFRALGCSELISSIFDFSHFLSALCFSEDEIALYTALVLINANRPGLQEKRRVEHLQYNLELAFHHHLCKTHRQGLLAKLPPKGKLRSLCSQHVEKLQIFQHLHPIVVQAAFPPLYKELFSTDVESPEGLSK
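Luciferase reporter read in Schneider cells carrying Gal4-RORγ (mouse) and UAS-Photinus luciferase; cells given compound 1 h before 700 uM copper sulfate induction, then incubated 20 h at ambient temperature.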
* marks the source's active call; other numbers are inactive results; ? = inconclusive; · = no result given; [ ] = another dose, or the depositor's remark. Unless noted, calls follow the shape of the dose curve; as a rule, active = well fitted curve in the direction sought with a large enough effect; inconclusive = small, poorly fitted or top-dose-only effect, or another doubt; inactive = no such curve, though single readings can be large; an effect the other way counts as inactive or inconclusive.

SMILES	KCNH2 3.1 block	Rab9 prom act	NPC1 promoter act	PKM2 activator	VP16 counter	Menin MLL FP TR	Mito fusion act	ELG1 DNA repair	FLuc modulator	MBNL1-CUG inh	RORgamma inh
O=C1NC(=S)S/C1=C\c1ccc(SCc2ccccc2)o1	-9.0	-0.3%	-0.9%	-0.2%	?	?	6.7%	-21.1%	?	·	-24.1%
CC(=O)N1c2ccc(S(=O)(=O)N3CCC(C(=O)N4CCCCC4)CC3)cc2CC1C (stereo unspecified)	4.6	-6.4%	-2.9%	-5.6%	-7.9%	-5.0%	-0.6%	-9.1%	1.3%	3.8%	?
CCCCn1nnnc1SCC(=O)Nc1sc2c(c1C#N)CCCC2	?	-3.0%	18.6%	1.8%	7.8%	-19.7%	-0.1%	?	-10.3%	-2.0%	?
Brc1ccc(-c2nnc3sc(CN4CCN(c5ccccc5)CC4)cn23)cc1	·	3.7%	0.5%	-0.9%	0.3%	12.7%	0.9%	12.4%	-1.1%	-2.6%	-5.2%
Cc1occc1C(=O)Nc1nnc(C2CCCCC2)s1	-21.0	2.82µM*	?	-0.4%	1.5%	-1.7%	10.8%	?	?	14.5%	0.0%[10 µM]
CCOC(=O)c1ccc(N2C(=O)C(CC(N)=O)N(CCc3ccc(OC)c(OC)c3)C2=S)cc1 (stereo unspecified)	-2.8	-2.3%	-1.8%	17.5%	?	2.4%	-6.1%	?	5.9%	-1.6%	-41.6%
CC1=CC(C)(C)n2c(O)c(N=N)c3cc(C)cc1c32	-3.2	-5.3%	-4.9%	1.4%	-16.3%	-1.6%	20.2%	-19.0%	1.2%	9.1%	-11.2%
O=C(CN1C(=O)NC2(CCCCC2)C1=O)Nc1cccc(S(=O)(=O)N2CCCC2)c1	5.5	-6.8%	-3.4%	·	·	·	-2.6%	11.1%	0.7%	·	·
Cc1c(C(=O)N(C)C)sc2nc(-c3ccccn3)[nH]c(=O)c12	3.9	?	11.1%	-4.6%	-13.3%	-1.6%	2.7%	?	?	?	?
CC(=O)NS(=O)(=O)c1ccc(NC(=O)/C=C/c2ccc(C)o2)cc1	4.3	?	-0.5%	-0.8%	1.1%	-7.9%	1.1%	5.5%	?	5.0%	20.9%
NC(=O)c1nsc(C(=O)N(c2ccc3c(c2)OCCO3)C(C(=O)NCC2CCCO2)c2ccc(F)cc2)c1N (stereo unspecified)	-21.4	11.7%	-0.2%	2.8%	?	-21.7%	4.1%	?	-21.4%	?	34.6%
O=C(CNC(=O)c1cccs1)NCC(=O)OCc1cccc(Cl)c1	-1.2	2.7%	1.4%	1.3%	-7.4%	0.9%	1.9%	-4.2%	4.0%	6.6%	17.7%
COc1cccc(Cn2c(=O)c3ccccc3n3nc(C)cc23)c1	-1.6	-3.7%	-3.8%	8.4%	-10.1%	-1.1%	4.9%	-18.8%	4.9%	2.5%	5.1%
O=C(CCc1nc(-c2ccccc2Cl)no1)NC1CCCCC1	6.9	-0.2%	0.0%	·	3.0%	·	-2.2%	-0.8%	-2.3%	-2.0%	10.8%
CC(=O)NC(=S)Nc1ccccc1F	2.2	0.9%	2.4%	-17.6%	?	-6.6%	12.0%	?	-0.9%	1.2%	?
CCN1C(=O)[C@H]2[C@@H](c3ccc(C)cc3)N3C(=O)N(c4cccc(Cl)c4)C(=O)[C@@]3(Cc3ccccc3)[C@H]2C1=O	-0.1	-4.3%	-3.5%	·	·	·	-2.9%	-4.7%	-0.3%	·	·
O=C(c1ccc(S(=O)(=O)Nc2cccc(C(F)(F)F)c2)cc1)N1CCC1	1.6	5.8%	-0.6%	0.6%	-2.1%	·	-1.5%	15.2%	?	19.3%	12.7%
CN(C)S(=O)(=O)c1cccc(NC(=O)COC(=O)CCc2nc3ccccc3s2)c1	-4.5	-8.7%	-2.0%	0.4%	-6.4%	·	0.5%	-3.5%	?	1.2%	2.4%
CCc1cccc(NC(=O)C2CCN(S(=O)(=O)c3ccc4c(c3)NC(=O)CO4)CC2)c1	-10.0	-3.9%	0.0%	·	-15.3%	·	-0.3%	16.8%	-1.7%	-1.5%	39.8%
Cc1cc(C(=O)CSc2nnnn2C)c(C)n1-c1cccc(F)c1	-8.3	1.26µM*	3.98µM*	-1.8%	-1.6%	-7.6%	6.7%	?	7.57µM*	-1.0%	40.8%
COc1ccc(C2C(=O)N(CCc3ccccc3)CC(=O)N2C2CCCCC2)cc1 (stereo unspecified)	-10.8	-1.1%	0.2%	-11.8%	0.5%	-3.1%	1.8%	-1.5%	4.1%	-5.8%	-1.3%
COc1ccc(CNC(=O)c2sccc2-c2ccccc2)cc1OC	-9.9	-4.8%	-1.0%	-2.3%	-27.9%	·	0.4%	-6.7%	4.6%	-2.9%	?
O=c1cc(-c2ccccc2)nc2cc(-c3ccc(Br)cc3)[nH]n12	3.2	?	?	·	-22.0%	5.9%	1.9%	?	-15.6%	-1.0%	-6.9%
CC1CC(C)CN(c2ccc(C(=O)OCC(=O)NC3CCCc4ccccc43)cc2[N+](=O)[O-])C1 (stereo unspecified)	2.5	4.6%	-3.1%	3.5%	3.2%	-19.9%	-1.7%	-0.9%	5.9%	5.7%	-4.9%
O=C(COc1ccc(CO)cc1)Nc1ccc(F)cc1	15.2	-4.1%	11.8%	-4.2%	14.6%	?	0.3%	?	-19.6%	0.4%	?

Next part
SMILES	KCNH2 3.1 block	Rab9 prom act	NPC1 promoter act	PKM2 activator	VP16 counter	Menin MLL FP TR	Mito fusion act	ELG1 DNA repair	FLuc modulator	MBNL1-CUG inh	RORgamma inh
CC(C)(C)C(=O)Nc1c2c(nn1-c1ccccc1)CSC2	4.9	-4.9%	-2.7%	·	-10.7%	6.0%	4.3%	?	0.2%	-0.4%	3.1%
Cc1ccc(-n2nnc3c(=O)n(Cc4cc(C)ccc4C)cnc32)cc1	-1.6	-4.4%	1.8%	11.0%	4.3%	-10.1%	1.1%	26.8%	-1.2%	-7.6%	-25.6%
Cc1ccccc1NC(=O)NCC1CCN(C(=O)OC(C)(C)C)CC1	3.5	1.2%	1.6%	0.0%	-3.7%	·	3.9%	-1.0%	0.2%	·	27.9%
O=C(c1cn(-c2ccccc2)nc1-c1cccs1)N1CCOCC1	-2.6	-3.7%	-0.6%	3.9%	4.4%	0.2%	0.9%	1.2%	?	-3.3%	10.0%
Cc1ccc(-c2cc(C(=O)NCCCN3CCOCC3)no2)cc1	-1.8	-23.3%	-18.5%	-16.2%	-11.3%	-8.3%	-0.6%	13.5%	?	-4.3%	?
CC1(c2ccc(Cl)cc2)NC(=O)N(CN2CCOCC2)C1=O (stereo unspecified)	-5.4	-1.7%	-2.4%	0.0%	7.2%	-6.4%	3.3%	0.0%	-0.5%	2.6%	1.7%
O=C(O)CC(NC(=O)CCC1CCCCC1)c1cc([N+](=O)[O-])ccc1Cl (stereo unspecified)	9.8	1.6%	-3.5%	17.0%	-6.4%	-9.6%	-3.6%	18.3%	?	14.7%	28.5%
O=C(O)CCCCCN1C(=O)c2ccc(C(=O)O)cc2C1=O	6.5	5.8%	-3.6%	-2.9%	12.4%	-1.1%	-3.1%	4.7%	0.5%	?	39.1%
O=C1c2ccc(Br)cc2C(=O)N1c1ccc(Cl)cn1	0.2	0.4%	-40.1%[inhibitor]	5.0%[11.5 µM]	-6.0%	16.3%	0.0%	-1.8%	?	?	-6.1%
Cc1ccccc1C(=O)NNc1ccc(-c2csnn2)cc1	0.6	-2.3%	-0.4%	-1.0%	3.8%	·	-1.2%	?	-1.9%	-5.9%	10.3%
Cc1cc(NC(=O)c2ccc(C)s2)n(-c2ccccc2)n1	-0.9	-2.1%	-1.1%	-6.6%	-6.4%	-6.2%	1.3%	10.1%	-17.0%	9.1%	-12.4%
Cc1cccc(N2CCN(C(=O)CN3CCOc4ccccc43)CC2C)c1 (stereo unspecified)	-9.5	2.3%	-0.2%	-1.8%	-2.4%	-1.1%	5.9%	?	5.8%	-0.3%	12.3%
Cc1cc(C)c(OCCCCN2CCNCC2)c(C)c1	-0.3	0.6%	-10.2%	-3.3%[11.5 µM]	0.7%	-27.4%	-9.5%	-7.1%	2.6%	-8.2%	-26.3%

An excerpt, so the mix of outcomes need not match the whole.
